High-throughput results from PubChem.
RXFP1 agonist = qHTS Assay for Agonists of the Relaxin Receptor RXFP1 | Relaxin receptor 1 (Homo sapiens), Q9HBX9 | HEK293T-RXFP1 cAMP TR-FRET, 30 min; response scale: percent of porcine relaxin response, buffer zero | Potency, µM (highest dose often 57.5 µM), inactives show top-dose activation, hits mostly activators | actives 0.3% (n = 370,000) | AID 2676, 2010; also: % is scaled to controls: 0 for no effect and ±100 for the full control effect; nearly all actives have a fitted effect of over 60% in size; many of its hits are not listed in these tables
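HEK293 cells stably expressing RXFP1, treated 30 min at 37C with compounds plus PDE4 inhibitor Ro 20174; cAMP measured by HTRF TR-FRET. Normalized to buffer and 29 nM porcine relaxin; EC50 by Hill fit.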
TrxR1 substrate = qHTS Assay for Substrates of Mammalian Selenoprotein Thioredoxin Reductase 1 (TrxR1): qHTS | Thioredoxin reductase 1, cytoplasmic (Rattus norvegicus), O89049 | purified TrxR1 substrate turnover, NADPH consumption readout | Potency, µM (top dose mostly 114 µM), without a hit: at the top dose activity change, negative = substrate turnover | actives 0.01% (n = 390,000); also: % is scaled to controls: 0 for no effect and ±100 for the full control effect; nearly all actives have a fitted effect of over 50% in size
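Rat TrxR1, dispensed at 90 nM, was prereduced with 400 uM NADPH (final) for 5 min at ~22 deg C, then incubated with compound 15 min before 400 uM selenite. A first-read NADPH fluorescence drop versus no-compound background flagged substrates.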
Vif-APOBEC3F blk = qHTS for Inhibitors of Vif-A3F Interactions: qHTS | HeLa A3F-eYFP + Vif (tagged APOBEC3F with the HIV-1 protein that degrades it), YFP fluorescence increase | Potency, µM (doses to about 46.1 µM), without a hit: at the highest dose activity, negative = active | actives 0.2% (n = 390,000) | AID 602313, 2012; also: % of control where 0% means no effect; nearly all actives have a fitted effect of over 65% in size
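Fluorescence increase (Ex 488/Em 500-530) after overnight compound treatment at 37 deg C flags inhibition of Vif-driven A3F-eYFP loss in stable HeLa A3F-eYFP/Vif cells seeded overnight beforehand.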
TrxR1 inh = qHTS Assay for Inhibitors of Mammalian Selenoprotein Thioredoxin Reductase 1 (TrxR1): qHTS | Thioredoxin reductase 1, cytoplasmic (Rattus norvegicus), O89049 | Potency, µM (top dose mostly 114 µM), for the others: at the highest dose activity change, negative = inhibition, most hits filed as inhibitors | recombinant rTrxR1, NADPH fluorescence consumption, selenite substrate | actives 1% (n = 390,000); also: % is scaled to controls: 0 for no effect and ±100 for the full control effect; nearly all actives have a fitted effect of over 65% in size
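Rat TrxR1 (90 nM in the dispensed reagent) was pre-reduced with 400 uM NADPH for 5 min at room temperature, then incubated with compound for 15 min. After 400 uM selenite was added, NADPH fluorescence (Ex 340/Em 450 nm) was followed for 8 min.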
RGS4 inhibitor = Inhibitors of Regulator of G Protein Signaling (RGS) 4: qHTS; Transcreener GDP fluorescence polarization, RGS4-accelerated GTP hydrolysis; Regulator of G-protein signaling 4 (Homo sapiens), P49798; AID 504845, 2011; Potency, µM (top dose mostly 114 µM), inactives show at the top dose activity change, negative = inhibition, actives largely listed as inhibitors; actives 0.039% (n = 390,000); also: % is scaled to controls: 0 for no effect and ±100 for the full control effect; nearly all actives have a fitted effect of over 75% in size; some results filed as inactive show a strong effect at the top dose
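MLSMR compounds (23 nl, pin-transferred) preincubated 10 min at room temperature with a 500nM (2x) first reagent, then RGS4 at 900nM (2x) plus Transcreener GDP mix added; fluorescence polarization (620/688 nm) read before and after 90 min at 30 °C.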
Vif-A3G inh = qHTS for Inhibitors of Vif-A3G Interactions: qHTS | HeLa A3G-eYFP + Vif (tagged APOBEC3G with the HIV-1 protein that degrades it), YFP fluorescence, overnight | Potency, µM (series often up to 46.1 µM), without a hit: top-dose activity, negative = active, actives largely listed as inhibitors | actives 0.076% (n = 410,000);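 also: % is scaled to controls: 0 for no effect and ±100 for the full control effect; nearly all actives have a fitted effect of over 60% in size; hits raise eYFP signal because A3G escapes Vif-driven loss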
Target sequence (Q9HC16 whole entry, looked up): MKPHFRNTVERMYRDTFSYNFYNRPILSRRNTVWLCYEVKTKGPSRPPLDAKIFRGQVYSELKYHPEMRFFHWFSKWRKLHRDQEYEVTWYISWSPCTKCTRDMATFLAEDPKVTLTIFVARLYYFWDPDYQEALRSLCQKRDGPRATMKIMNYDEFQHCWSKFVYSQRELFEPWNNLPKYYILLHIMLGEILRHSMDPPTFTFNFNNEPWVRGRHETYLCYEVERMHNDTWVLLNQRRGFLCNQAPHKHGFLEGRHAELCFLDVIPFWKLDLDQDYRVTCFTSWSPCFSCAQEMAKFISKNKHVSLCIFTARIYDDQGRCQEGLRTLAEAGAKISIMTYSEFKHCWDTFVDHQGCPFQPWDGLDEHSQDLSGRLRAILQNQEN
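HeLa cells stably expressing Vif and C-terminally eYFP-tagged A3G, seeded overnight at 37 deg C, then exposed to compound by pintool overnight at 37 deg C. Rise in yellow fluorescence (Ex 488/Em 500-530, Acumen) marks blocked Vif-driven A3G degradation.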
mIDH1 inhibitor = qHTS for Inhibitors of mutant isocitrate dehydrogenase 1 (IDH1): qHTS | Isocitrate dehydrogenase [NADP] cytoplasmic (Homo sapiens), O75874 | IDH1-R132H enzyme, NADPH consumption, diaphorase/resazurin fluorescence | Potency, µM (series often up to 76.6 µM), for inactives: at the top dose activity change, negative = inhibition, hits mostly inhibitors | actives 0.093% (n = 390,000) | AID 602179, 2012; also: % is scaled to controls: 0 for no effect and ±100 for the full control effect; nearly all actives have a fitted effect of over 65% in size
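IDH1-R132H (0.5 ug/mL dispensed) in pH 7.5 Tris buffer was preincubated 30 min with compound, then given a substrate mix of 0.016 mM NADPH and 2 mM alpha-KG for 80 min at room temperature; remaining NADPH was read by diaphorase/resazurin fluorescence.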
USP1-UAF1 inh = Inhibitors of USP1/UAF1: Primary Screen | Ubiquitin carboxyl-terminal hydrolase 1 (Homo sapiens), O94782 | recombinant USP1/UAF1, Ub-Rhodamine cleavage fluorescence | actives 0.23% (n = 390,000) | Potency, µM (top dose mostly 57.1 µM), for inactives: top-dose activity change, negative = inhibition, usual class: inhibitors; also: % is scaled to controls: 0 for no effect and ±100 for the full control effect; nearly all actives have a fitted effect of over 60% in size; inactives centre near -12
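USP1/UAF1 complex (1 nM) preincubated 15 min at room temperature with compound, then Ub-Rho substrate (150 nM final) added. Kinetic fluorescence at 480/540 nm over 6 reads at 60 s intervals; 50 mM HEPES pH 7.8, 0.5 mM EDTA, 0.1 mg/ml BSA, 1 mM TCEP, 0.01% Tween-20.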
12-LOX inh = Primary qHTS assay for inhibitors of human arachidonate 12S-lipoxygenase (ALOX12): Round 2; Polyunsaturated fatty acid lipoxygenase ALOX12 (Homo sapiens), P18054; purified 12hLO, xylenol orange hydroperoxide absorbance; Potency, µM (doses to about 108 µM), for the others: at the top dose activity change, negative = inhibition, hits mostly inhibitors; actives 1.1% (n = 580,000); AID 1671190, 2021; also: % is scaled to controls: 0 for no effect and ±100 for the full control effect
Target sequence (P18054 whole entry, looked up): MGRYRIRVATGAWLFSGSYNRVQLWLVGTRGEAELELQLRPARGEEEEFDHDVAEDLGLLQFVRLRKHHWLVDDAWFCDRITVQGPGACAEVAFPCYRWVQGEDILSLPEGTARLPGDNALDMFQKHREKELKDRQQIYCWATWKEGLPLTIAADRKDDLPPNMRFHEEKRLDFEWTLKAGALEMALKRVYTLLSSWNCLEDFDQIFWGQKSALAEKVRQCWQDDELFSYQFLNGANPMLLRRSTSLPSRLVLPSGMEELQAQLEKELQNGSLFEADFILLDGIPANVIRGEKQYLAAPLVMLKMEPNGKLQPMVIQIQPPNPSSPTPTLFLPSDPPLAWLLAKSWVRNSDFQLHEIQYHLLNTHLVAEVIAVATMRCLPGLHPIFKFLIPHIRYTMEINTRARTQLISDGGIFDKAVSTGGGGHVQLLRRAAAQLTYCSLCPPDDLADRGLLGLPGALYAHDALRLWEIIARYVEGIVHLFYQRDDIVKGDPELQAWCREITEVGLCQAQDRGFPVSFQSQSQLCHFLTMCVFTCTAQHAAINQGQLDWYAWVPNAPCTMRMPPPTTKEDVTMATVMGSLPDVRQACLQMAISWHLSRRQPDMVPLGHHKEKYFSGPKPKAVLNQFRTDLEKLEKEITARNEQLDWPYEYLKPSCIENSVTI
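Hydroperoxide product was detected by ferrous iron/xylenol orange as the 573 to 405 nm absorbance ratio. Arachidonic acid at 40 uM (final) was turned over for 30 min at room temperature by 150 nM human 12hLO, pH 7.0 Hepes buffer, after 15 min compound preincubation.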
Starred values were filed as active, the others as inactive; ? = inconclusive; / = not tested or not shown; & = joins results of further samples; [ ] = dose if it differs, or a comment. Calls follow the shape of the dose curve; as a rule, active = well fitted curve in the direction sought with a large enough effect; inconclusive = small, poorly fitted or top-dose-only effect, or another doubt; inactive = no such curve, though single readings can be large; an effect the other way counts as inactive or inconclusive. Potency is read from the fitted curve at half-maximal effect. Only part of the results is shown; the hit share may differ from the screen's.

SMILES | RXFP1 agonist | TrxR1 substrate | Vif-APOBEC3F blk | TrxR1 inh | RGS4 inhibitor | Vif-A3G inh | mIDH1 inhibitor | USP1-UAF1 inh | 12-LOX inh
O=[N+]([O-])c1ccc(COc2cccc(CNc3ccc(F)cc3)c2)cc1 | 2.2% | -11% | -7% | -12% | -24% | -25% | 3% | -11% | -14%
C=CCNC(=S)Nc1c(C(=O)OC)[nH]c2cc(OC)ccc12 | 4.0% | -3% | -4% | ? | -39% | -5% | 0% | -21% | 0%
Cc1ccc2oc(-c3ccco3)nc2c1 | -1.1% | 33%[57.1 µM] | 5% | 11%[57.1 µM] | 24%&-18% | 3%&-2% | 4% | -5% | 362%[activator]
O=C(c1ccc(S(=O)(=O)Nc2cccc(C(F)(F)F)c2)cc1)N1CCN(c2ccccc2O)CC1 | -0.3% | -10% | -12% | 4% | -28% | -4% | 4% | -14% | -7%
CC1CCCCC1NS(=O)(=O)c1ccc(S(=O)(=O)NCc2ccncc2)cc1 (stereo not drawn) | 1.0% | -2% | 3% | -10% | -35% | 3% | 0% | -25% | /
Cc1nnc(NC(=O)COc2ccccc2)s1 | 3.0% | 2% | 5% | 7% | -9% | 1% | 0% | 5% | 7%
Cc1cc(=O)c2ccccc2s1 | 2.3% | 4% | 0% | 18% | 4% | -1% | 3% | 11% | -4%[57.4 µM]
COc1ccc(CC(=O)N(Cc2cc3cc(OC)ccc3[nH]c2=O)C(C)C)cc1 | 1.0% | 23%[57.1 µM] | 0% | 2%[57.1 µM] | 18% | 0% | 1% | -9% | 0%
O=C(NC1CCCc2ccccc21)c1ccccc1Br (stereo not drawn) | 1.7% | -3% | -3% | -11% | -7% | 2% | -1% | 12% | 9%[57.4 µM]
CCCNC(=O)c1ccccc1NC(=O)CSCc1ccc(OC)cc1 | -0.4% | -5% | -15% | 13% | 27% | 1% | 7% | 2% | 8%
CCN(C1CCCCC1)S(=O)(=O)CCNC(=O)c1ccc2c(c1)OCO2 | 1.5% | 5%[57.1 µM] | -2% | 10%[57.1 µM] | -34% | 1% | 11% | -13% | 10%
CCCCOc1ccc(C(=O)NCC(=O)N2CCN(C/C=C/c3ccccc3)CC2)cc1 | / | / | -10% | / | / | -2% | -8% | -15% | 5%
Cc1ccc2c(c1)c(=O)c1ccccc1n2CCCC(=O)Nc1ccc(C)c(C)c1 | 0.5% | 28% | 2% | 23% | 12% | 3% | 7% | 3% | -26%
C=CCN1CCN(C(CCC)c2nnnn2Cc2ccco2)CC1 (stereo not drawn) | -1.0% | 2% | 4% | -2% | -31% | -3% | 1% | -3% | ?
Cc1nc(N)c(C#N)c(-c2ccc3c(c2)OCO3)c1C | 27% | 16% | 5% | 23% | -5% | -1% | 1% | -6% | 0%
Cc1c(C(=O)N2CCN(CC(=O)Nc3ccccc3Cl)CC2)oc2ccc(Br)cc12 | 5.6% | 4% | 5% | 25% | 19% | -12% | -8% | -19% | 1%
COc1ccc(C(C)NC(=O)C23CC4CC(CC(C4)C2)C3)cc1OC (stereo not drawn) | 1.0% | -1% | 0% | 20% | -14% | 2% | -12% | -9% | 17%
CCOC(=O)/C=C(\C)Sc1cc(=O)oc2ccccc12 | 0.1% | -9% | -4% | -34% | -12%[56.9 µM] | -17% | -1% | -14% | -2%
Nc1ccccc1C(=O)N1CCC(O)(c2ccc(Cl)cc2)CC1 | -2.6% | 5% | 0% | 8% | 3% | -8% | 2% | -24% | 14%
CCOc1cc(-c2noc(N)c2C(=O)OC)cc(OCC)c1OCC | 3.6% | -12% | -9% | -11% | 4% | 0% | 1% | -21% | -1%
Cn1c(SCc2ccccc2)nc2c1c(=O)[nH]c(=O)n2C | 2.3% | 4% | -1% | 18% | -35% | 0% | 13% | -23% | ?
CN(C)c1ccc(NC(=O)CCCc2ccccc2)cc1 | -1.8% | -5% | / | ? | 5% | -1% | 9% | -25% | ?
Cc1cccn2c(=O)nc(SCC(=O)NCCc3ccccc3)nc12 | 8.4% | 0% | -22% | -11% | -15% | 1% | 7% | 0% | 27%
CCc1c(C)sc(NC(=O)Cn2nc(C)c([N+](=O)[O-])c2C)c1C(N)=O | 2.4% | -1%[57.1 µM] | 7% | -12%[57.1 µM] | ? | -2% | 4% | -20% | ?
CCNC(=S)NNC(=O)Cn1c(=O)c2c(ncn2CCOC)n(Cc2ccccc2)c1=O | 0.4% | 7% | -2% | 13% | -22% | 0% | 0% | -19% | 6%

The final four compounds of the section before are carried over, then new ones follow:
SMILES | RXFP1 agonist | TrxR1 substrate | Vif-APOBEC3F blk | TrxR1 inh | RGS4 inhibitor | Vif-A3G inh | mIDH1 inhibitor | USP1-UAF1 inh | 12-LOX inh
CN(C)c1ccc(NC(=O)CCCc2ccccc2)cc1 | -1.8% | -5% | / | ? | 5% | -1% | 9% | -25% | ?
Cc1cccn2c(=O)nc(SCC(=O)NCCc3ccccc3)nc12 | 8.4% | 0% | -22% | -11% | -15% | 1% | 7% | 0% | 27%
CCc1c(C)sc(NC(=O)Cn2nc(C)c([N+](=O)[O-])c2C)c1C(N)=O | 2.4% | -1%[57.1 µM] | 7% | -12%[57.1 µM] | ? | -2% | 4% | -20% | ?
CCNC(=S)NNC(=O)Cn1c(=O)c2c(ncn2CCOC)n(Cc2ccccc2)c1=O | 0.4% | 7% | -2% | 13% | -22% | 0% | 0% | -19% | 6%
O=C(c1ccccc1)N1CCN(c2n[nH]c(=O)[nH]c2=O)CC1 | -0.2% | -2% | 2% | 19% | 13% | 1% | 3% | 1% | 1%
O=C(NN=C1CCN(Cc2ccccc2)CC1)c1ccccc1O | -1.6% | 3%[57.1 µM] | 7% | -7%[57.1 µM] | 17% | -1% | 9% | -25% | 489%[activator]
O=C(CSc1nnc(Cn2nnc(-c3ccccc3)n2)n1-c1ccccc1)Nc1ccc(F)cc1 | 0.8% | -3% | -14% | -3% | 6% | -7% | 15% | -15% | -9%
COc1ccccc1C(=O)NC(=O)COC(=O)Cn1[nH]c(=O)c2ccccc2c1=O | 2.3% | 3% | -2% | 12% | -16% | -1% | 0% | -19% | -11%
Cc1nc(NC(=O)C(Cl)Cl)sc1C(=O)N(C)C | 0.8% | -7% | -11% | ? | 8% | 0% | 2% | 0% | ?
CNC(=O)c1ccc(NC(=O)c2ccccc2OCc2c(C)noc2C)cc1 | / | / | 0% | / | / | -7% | 1% | -18% | 27%
CCN(CC)C(C(=O)NC1CCCCC1)c1ccc(C)cc1 (stereo not drawn) | -0.4% | 6% | 13% | 16%[57.1 µM] | -11% | 1% | 6% | -15% | 1%
CCOC(=O)NC(NC(=O)OCC)C(=O)c1ccc(F)cc1 | 0.1% | -1% | -2% | 22% | 15% | 1% | 4% | 0% | 13%
O=C(Nc1cccnc1Cl)c1ccc(=O)oc1 | 2.0% | 3% | -5% | -13% | -28% | 2% | 5% | -21% | ?
O=C(CCc1nnc(-c2ccsc2)o1)N1CCCCC1CCn1ccnc1 (stereo not drawn) | 2.2% | 8%[57.1 µM] | 20% | 14%[57.1 µM] | 5% | 1% | -5% | -12% | -5%
CC(=O)Nc1ccc(Oc2nc(C(F)(F)F)nc3ccccc23)cc1 | -0.2% | -1% | -3% | 9% | -11% | 3% | -6% | -14% | 1%
CCSc1nc(N)c(C#N)c(-c2ccccc2Cl)c1C#N | 18% | 2% | -5% | 2% | -34% | -25% | -2% | -20% | ?
O=C(c1ccncc1)N1CCN(S(=O)(=O)c2ccc(OC(F)(F)F)cc2)CC1 | / | -1% | -9% | 0% | 10% | 0% | -2% | -3% | 193%[activator]

3 entries already listed, sorted by the value under USP1-UAF1 inh, largest number first.
SMILES	TrxR1 substrate	TrxR1 inh	RGS4 inhibitor	mIDH1 inhibitor	USP1-UAF1 inh	12-LOX inh
Cc1cc(=O)c2ccccc2s1	4%	18%	4%	3%	11%	-4%[57.4 µM]
O=[N+]([O-])c1ccc(COc2cccc(CNc3ccc(F)cc3)c2)cc1	-11%	-12%	-24%	3%	-11%	-14%
C=CCNC(=S)Nc1c(C(=O)OC)[nH]c2cc(OC)ccc12	-3%	?	-39%	0%	-21%	0%
